ssDAF12 agonist: S. stercoralis DAF-12 activation, primary screen. AID 652126. HEK293 ssDAF-12/GRIP1 lit1-tk-luc reporter, luminescence; % of 3 µM dafachronic acid response. activation, % at 6.8 µM. 1% of 370,000 active;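 active = activation above the mean over all tested compounds plus 3 SD, cut at about 0.9% in these data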;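 also: 0% = DMSO-only wells and 100% = 3 µM delta7-dafachronic acid wells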
FXN GAA850 act: increases GAA850 frataxin promoter reporter activity; HEK293 lucGAA850 FXN promoter luciferase reporter, 24 h; percent of 10 µM SAHA response; activation, % at 6 µM; 0.56% of 360,000 active;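 active = activation above the average of all compounds screened plus 3 SD, cutoff fixed separately per campaign, cut at about 7.5% in these data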;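 also: 0% = DMSO wells and 100% = 10 µM SAHA wells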
GC-A act: GC-A (human) enzyme activation; P16066; HEK293 GC-A cells, cGMP TR-FRET, EC30 ANP; 0% at EC30 ANP, 100% saturating ANP; activation, % at 10 µM; 0.14% of 370,000 active; in the data active = activation above about 40%
DAX1 inh-1: inhibitors of DAX1 repression of SF-1 activated StAR promoter; HEK293T StAR-luciferase reporter, SF-1/DAX-1 repression relief; inhibition, % at 6.8 µM; 1.1% of 370,000 active; AID 652010;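 active = inhibition above the mean over all tested compounds plus 3 SD, cut at about 3.6% in these data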;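 also: 0% = DAX-1 cells with DMSO and 100% = cells lacking DAX-1 with DMSO; higher inhibition means more luminescence from relief of DAX-1 repression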
hgDAF12 agonist: agonists of H. glycines DAF-12 nuclear receptor | AID 687014 | HEK293 GAL4-hgDAF12 UAS-luciferase reporter, agonist luminescence; normalized to butyrate control | activation, % at 6.8 µM | 1.8% of 370,000 active;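 active = activation above a cutoff set at the mean of all screened compounds plus 3 SD, cut at about 10% in these data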;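 also: 0% = DMSO wells and 100% = sodium butyrate wells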
KLK7 zymogen act: activates the human kallikrein-7 zymogen | purified proKLK7, EDANS-DABCYL substrate fluorescence; 100% is mature enzyme control, 0% vehicle | activation, % at 7 µM | 0.9% of 370,000 active | AID 652039;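 active = activation above the mean of all tested compounds plus 3 SD, computed per campaign excluding outliers beyond control limits, cut at about 13% in these data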
Target sequence (P49862 whole entry, looked up): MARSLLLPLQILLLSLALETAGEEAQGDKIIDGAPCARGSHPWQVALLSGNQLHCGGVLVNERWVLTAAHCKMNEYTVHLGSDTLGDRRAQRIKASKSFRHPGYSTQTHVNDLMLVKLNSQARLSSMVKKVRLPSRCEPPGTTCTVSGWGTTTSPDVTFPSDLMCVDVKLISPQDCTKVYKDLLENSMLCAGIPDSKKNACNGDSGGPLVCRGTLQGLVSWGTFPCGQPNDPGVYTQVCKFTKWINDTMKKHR
hcDAF12 agonist: H. contortus DAF-12 activation, primary screen; 1.4% of 370,000 active; activation, % at 6.8 µM; HEK293 hcDAF-12 lit1-tk-luc reporter, luminescence; 0% DMSO, 100% Δ7-dafachronic acid; AID 652067;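 active = activation above the mean of all tested compounds plus 3 SD, cut at about 5.5% in these data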;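 also: 100% = response to 3 µM Δ7-dafachronic acid high control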
SMARCA2 activ: increases SMARCA2 function in MMTV reporter cells; MG213 cells, MMTV-luciferase reporter, dexamethasone, overnight; activation, % at 9.1 µM; 1% of 370,000 active; in the data active = activation above about 7.8%;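 also: 0% = vehicle wells and 100% = reference activator wells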
HGIII-sPLA2 inh: Blocks human group III sPLA2 activity | inhibition, % at 12.2 µM | QFRET BODIPY PC-A2 liposome hydrolysis, fluorescence | Q9NZ20 | 0.56% of 370,000 active;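 active = inhibition above mean plus 3 SD of compounds lying within the high and low control bounds, cut at about 19% in these data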;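 also: 0% = median of test compound wells and 100% = no enzyme DMSO wells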
Target sequence (Q9NZ20 whole entry, looked up): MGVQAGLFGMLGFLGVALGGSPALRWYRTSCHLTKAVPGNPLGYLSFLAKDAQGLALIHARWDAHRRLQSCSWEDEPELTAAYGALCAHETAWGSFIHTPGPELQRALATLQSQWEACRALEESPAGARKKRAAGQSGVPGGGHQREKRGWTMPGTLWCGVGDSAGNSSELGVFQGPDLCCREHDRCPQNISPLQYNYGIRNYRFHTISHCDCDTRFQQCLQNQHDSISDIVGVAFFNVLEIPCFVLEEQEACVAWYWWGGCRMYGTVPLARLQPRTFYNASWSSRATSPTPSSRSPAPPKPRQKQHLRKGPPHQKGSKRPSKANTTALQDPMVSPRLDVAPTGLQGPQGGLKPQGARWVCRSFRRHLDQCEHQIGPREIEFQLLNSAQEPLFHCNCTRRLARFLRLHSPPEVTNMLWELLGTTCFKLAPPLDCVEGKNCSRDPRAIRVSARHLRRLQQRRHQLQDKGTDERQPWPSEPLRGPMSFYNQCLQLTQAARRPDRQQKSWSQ
DAX1 inh-2: NR0B1 (DAX1) inhibition; inhibition, % at 6.75 µM; AID 504766; HEK293 Gal4-DAX1 luciferase reporter, luminescence; 0.99% of 340,000 active;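 active = inhibition above the mean over all tested compounds plus 3 SD, cut at about 4.2% in these data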;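 also: 0% = DAX1-transfected cells with DMSO and 100% = empty-vector control cells with DMSO; inhibition shows as a rise in luminescence from relieved DAX1 repression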
Target sequence (P51843 207-470 limits assumed): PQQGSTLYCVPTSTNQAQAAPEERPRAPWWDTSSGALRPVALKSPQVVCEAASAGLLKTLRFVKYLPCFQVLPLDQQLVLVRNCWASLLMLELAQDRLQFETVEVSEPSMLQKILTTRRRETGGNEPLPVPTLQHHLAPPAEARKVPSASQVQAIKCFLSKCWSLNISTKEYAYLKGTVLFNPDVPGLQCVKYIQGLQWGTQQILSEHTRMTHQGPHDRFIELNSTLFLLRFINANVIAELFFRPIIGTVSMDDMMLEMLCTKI
GC-B act: GC-B (human) receptor activation; P20594; HEK293-GC-B cells, CNP EC30, cGMP TR-FRET; 0% at EC30 CNP, 100% saturating CNP; activation, % at 10 µM; 0.11% of 370,000 active;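 active = activation at 10 µM reaching about 35% in either raw or pattern-adjusted values, limit read from the data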
The depositor's hits bear a star; . = not tested or not shown.

SMILES	ssDAF12 agonist	FXN GAA850 act	GC-A act	DAX1 inh-1	hgDAF12 agonist	KLK7 zymogen act	hcDAF12 agonist	SMARCA2 activ	HGIII-sPLA2 inh	DAX1 inh-2	GC-B act
CSCCC(NC(=O)c1cc(CC(C)C)oc1C)C(=O)O (stereo unspecified)	-0.7	-2.1	-1.4	-0.6	1.8	-0.2	-0.8	-1.4	2.2	1.1	2.2
Cc1ccc(C)c(N(CC(=O)NCC2CCCO2)C(=O)CCC(=O)Nc2nccs2)c1 (stereo unspecified)	-1.1	0.7	-3.5	-0.1	1.2	0.6	0.6	-2.0	3.1	2.0	-9.0
COc1ccc(OC)c(CN2CCN(C(=O)c3cccs3)CC2)c1	-0.8	2.5	-0.8	0.1	-1.2	-0.3	-1.2	5.2	2.3	-0.8	5.3
Cc1cccc(C)c1OCc1cc(C(=O)N2CCC(c3ccccc3)CC2)no1	0.1	2.7	2.4	2.3	4.8	-0.5	0.6	1.1	-9.4	0.3	0.2
C=CCn1c(SCC(=O)N2CCN(c3ccccc3)CC2)nnc1-c1ccco1	-2.0	-4.0	1.1	-0.8	-2.7	0.1	-1.8	-2.6	5.0	-0.2	2.8
Oc1ccc(-c2nc3cnccn3c2Nc2ccc3c(c2)OCCO3)cc1	-0.8	2.5	41.4*	1.2	-0.6	0.3	-0.9	-2.3	-6.9	2.0	29.3
CSCCC(NC(=O)c1ccccc1Cl)C(=O)N(C)CC(=O)Nc1ccc(N2CCOCC2)cc1 (stereo unspecified)	-0.4	1.7	1.7	-0.1	0.3	0.3	-1.2	-2.2	12.9	-0.1	2.5
CCCCCCSc1ccc(-c2nc3ccccn3c2NCCCC)cc1	-1.1	0.9	11.8	-0.3	3.0	-17.5	-1.8	2.9	-1.9	0.4	-4.5
C=CCNC(=O)C1CC1(c1cccc(C)c1)c1cccc(C)c1 (stereo unspecified)	-1.5	1.3	-20.9	-0.8	1.2	0.6	-2.1	-3.9	10.3	.	-17.5
O=C(NCc1ccc(Cl)cc1)C1CCCO1 (stereo unspecified)	-1.6	1.2	2.5	0.3	-1.4	0.6	0.0	-4.7	-2.2	0.5	-2.4
CCc1nnc(NC(=S)Nc2ccccc2)s1	0.0	4.7	1.4	1.6	11.9*	-0.2	4.2	7.8*	16.7	0.0	2.6
CCc1c(O)nc(SCC(=O)c2ccccc2)n(-c2ccccc2)c1=O	-1.0	-0.2	-4.1	0.9	0.5	0.3	0.4	0.3	-5.1	1.1	-6.0
Cc1cc(C)c(C)c(OCC(=O)O/N=C(\N)c2ccncc2)c1	-1.4	-0.6	-5.1	-0.6	1.0	-0.2	-3.0	-4.0	0.9	-0.3	-2.2
Cc1cc(NC(=O)/C=C/C(=O)N(CC(=O)NC2CCCC2)c2ccc(F)cc2)no1	-2.1	-0.1	-14.1	-1.0	-4.1	0.2	-2.9	-1.1	-0.7	-0.2	-5.7
Nc1c(C(=O)N2CCOCC2)sc(=S)n1-c1ccccc1	-0.9	-2.5	3.5	0.8	3.2	-0.2	0.3	-1.3	2.8	1.3	2.6
CC(=O)NCCNC(=O)c1ccc2c(c1)S(=O)(=O)c1ccccc1C2=O	-0.8	1.4	7.4	-0.1	1.1	0.1	0.4	-1.5	2.2	0.3	-1.1
COCCN(C(=O)COC(=O)CCC(=O)c1ccc(C)cc1)c1c(N)n(Cc2ccccc2)c(=O)[nH]c1=O	-1.1	2.3	0.8	1.1	-2.6	-0.8	1.2	-1.5	3.8	0.1	7.3
COc1ccc(N2CCN(c3nc4ccccn4c(=O)c3/C=C(\C#N)S(=O)(=O)c3ccccc3)CC2)cc1	-1.4	1.6	3.6	0.3	0.4	0.9	-0.1	5.7	-0.4	-0.2	-3.5
COc1ccccc1C(=O)COC(=O)CCCN=C1NS(=O)(=O)c2ccccc21	-1.1	0.5	0.4	0.2	-0.3	-0.1	-1.7	0.8	1.6	0.9	-0.3
COc1ccc(C2CC(=O)C(c3cccc(OC)c3)=CN2Cc2ccccc2)cc1 (stereo unspecified)	-1.3	.	-2.4	-1.6	-0.3	-0.1	-3.3	-1.5	-1.5	.	0.1
CC1=NN(c2ccccc2)C(=O)/C1=C\c1c(C)[nH]n(-c2ccccc2)c1=O	-2.0	2.8	4.6	0.6	-1.2	-0.1	-0.4	-1.8	3.7	0.8	1.7
O=C(Nc1ccc(S(=O)(=O)Nc2ncccn2)cc1)c1cnc(Cl)c(Cl)c1	0.4	-0.1	1.6	0.7	3.7	0.0	1.9	-0.3	-5.4	3.0	3.7
OCCSc1nncn1/N=C/c1c[nH]c2ccccc12	0.5	0.8	3.7	-0.1	1.8	0.1	5.0	0.9	-2.8	1.4	0.8
CNc1nc(Oc2ccc(C(=O)OC)cc2)nc(SC)n1	-1.2	6.2	6.2	0.9	-1.9	0.4	-1.3	0.5	2.0	-0.8	-3.4
CCC1=NNC(=O)C(CC(=O)Nc2ccccc2)c2cc(OC)c(OC)cc21 (stereo unspecified)	-0.8	2.4	-10.8	0.4	-1.6	-0.6	-0.1	-1.6	-2.8	-0.5	-13.1

Only HGIII-sPLA2 inh, hgDAF12 agonist and DAX1 inh-1 (two entries from above):
canonical_smiles | HGIII-sPLA2 inh | hgDAF12 agonist | DAX1 inh-1
CNc1nc(Oc2ccc(C(=O)OC)cc2)nc(SC)n1 | 2.0 | -1.9 | 0.9
CCC1=NNC(=O)C(CC(=O)Nc2ccccc2)c2cc(OC)c(OC)cc21 (stereo unspecified) | -2.8 | -1.6 | 0.4

(cont.)
SMILES	ssDAF12 agonist	FXN GAA850 act	GC-A act	DAX1 inh-1	hgDAF12 agonist	KLK7 zymogen act	hcDAF12 agonist	SMARCA2 activ	HGIII-sPLA2 inh	DAX1 inh-2	GC-B act
CC(CC(=O)N(C)CC(=O)Nc1ccc(N2CCOCC2)cc1)c1ccccc1 (stereo unspecified)	-1.6	1.5	0.3	-1.2	1.2	0.2	0.0	-3.4	10.6	-0.6	-2.2
O=C(CCNS(=O)(=O)c1ccccc1)N1CCN(c2ccccc2)CC1	-0.4	1.9	-1.0	-0.4	4.0	0.1	-0.1	-0.6	-1.6	1.1	-1.4
CC(C)(C)OC(=O)N1CCCC(C(=O)Nc2cccc(C(=O)N3CCOCC3)c2)C1 (stereo unspecified)	-1.4	-0.2	-0.3	-0.1	-0.2	0.1	-0.7	1.3	4.9	1.2	-4.9
COc1cc(NC(=O)C2CCCCC2)c2ncccc2c1	-1.2	0.1	0.1	-0.6	-0.2	0.4	-1.0	-0.8	-12.3	0.1	-4.4
COc1ccc(CCNC(=O)c2ccc(NC(=O)CC3SC(N4CCCC4)=NC3=O)cc2)cc1OC (stereo unspecified)	-1.2	-1.0	3.1	-1.2	-4.3	0.1	1.2	-1.8	7.7	0.5	0.5
CC(=O)Oc1ccc(OC(C)=O)c2c1CC1(C)OC1(C)C2 (stereo unspecified)	-0.6	0.3	5.3	1.2	-1.1	0.0	1.0	-4.2	1.4	0.4	7.3
COc1ccccc1NC(=O)N1CCc2[nH]c3ccc(Cl)cc3c2C1	-1.9	-1.1	-2.9	-0.4	-1.0	0.6	-2.1	0.3	-10.3	-0.9	0.1
Cc1cc(C)c(C(=O)Nc2ccccc2)c(CC(C)(C)C(=O)O)c1	-1.2	2.1	-0.7	0.5	1.5	0.4	1.6	-1.2	-2.6	0.6	4.5
C[C@H]1Oc2ccccc2C(=O)C1C(=O)c1ccccc1 (stereo partly specified)	-0.9	0.5	6.2	-0.1	2.4	1.6	1.1	-5.4	13.2	-0.5	-1.3
CC(C)=CCC/C(C)=C/CNC(=O)C[C@H]1C[C@H](C(=O)N2CCCCC2)[C@@]2(CCc3ccccc3)c3[nH]c4ccc(Cl)cc4c3CCN2C1=O	-1.2	-1.3	2.9	0.4	-1.1	0.3	-0.3	-2.5	9.2	0.6	1.4
COc1ccc(S(=O)(=O)N2CCC(C(=O)Nc3ccc(F)cc3)CC2)c2cccnc12	-0.8	0.0	-2.9	-0.5	-2.7	0.5	-2.1	2.9	-4.4	-0.3	-6.1
COc1ccc(Cc2c(O)nc(SCC(=O)N3CCOCC3)[nH]c2=O)cc1	-1.5	2.3	-2.0	0.2	2.7	0.2	0.5	0.6	-0.9	1.5	6.7
NC(=O)COc1ccc2cc(-c3ccc(F)cc3)c(=O)oc2c1	-0.8	1.7	7.4	0.5	2.5	32.5*	-0.1	0.1	10.1	0.9	-9.7
COc1ccc(-c2nc(SCC(=O)N(CC(C)C)c3c(N)n(Cc4ccccc4)c(=O)[nH]c3=O)n[nH]2)cc1	-1.1	0.2	-1.7	0.4	-2.3	0.1	-0.3	-1.9	-1.0	-0.3	3.8
O=C(NNC(=O)c1ccccc1Cl)c1cccs1	-1.2	-0.4	0.7	0.4	4.4	-0.6	2.2	-0.8	-2.1	0.3	6.7
Cc1ccc(CCNC(=O)C2CCC(CNc3c(N4CCC(C)CC4)c(=O)c3=O)CC2)cc1 (stereo unspecified)	-0.8	1.8	-3.3	0.0	-5.4	0.9	-1.0	-0.5	-1.5	0.0	-4.3
CCOC(=O)c1ccccc1NC(=S)N1CCC(C(N)=O)CC1	-1.0	2.4	4.9	0.0	-0.8	-0.7	-0.3	-2.0	7.8	-0.6	1.1
O=C(CN1C(=O)NC2(CCCCC2)C1=O)NCCc1ccc(Cl)cc1Cl	-1.3	0.3	6.2	0.2	-3.2	0.7	1.2	3.8	2.2	-0.7	9.1
O=C(O)COc1ccccc1C=NNC(=O)Cc1cc(=O)[nH][nH]1	0.3	.	3.9	0.6	1.1	-0.2	-0.2	-4.8	4.9	.	1.8
O=C(Nc1ccccc1C(=O)N1CCCCCC1)c1cccc([N+](=O)[O-])c1	-0.4	-0.1	-0.2	1.1	0.4	-0.9	-0.5	-1.2	0.2	0.0	4.0
COc1ccc(OCc2cc(C(=O)N3CCCCCCC3)no2)c(Cl)c1	0.3	2.6	-0.7	1.8	5.7	0.7	0.7	1.1	-16.2	2.3	-0.1
COc1ccc(CCNC(=O)CS(=O)Cc2nc(-c3ccc(C)cc3)oc2C)cc1OC (stereo unspecified)	-1.6	0.6	5.1	1.3	0.6	-0.1	-0.5	-0.1	-5.3	0.2	-10.1
COC(=O)C1CCC(=S)N1C(=O)c1ccccc1 (stereo unspecified)	-0.4	0.3	5.5	0.2	0.4	-0.3	-2.1	2.1	2.2	0.9	3.4
Cc1ccc(CNC(=O)C2CCN(c3nc(C)cc(C)n3)CC2)cc1	-1.6	-2.2	-1.1	0.7	0.6	0.7	-1.4	-0.1	3.8	0.3	4.0
O=C(COC(=O)c1cccc([N+](=O)[O-])c1)Nc1ccc(Cl)cn1	-0.7	2.5	-2.6	1.3	-0.6	0.4	3.2	6.7	0.5	0.3	-4.2
COC(c1ccccc1)c1nnc(CCC(=O)NCc2ccc3ncccc3c2)o1 (stereo unspecified)	-0.8	1.5	5.8	0.1	-1.1	0.8	-1.0	2.7	2.0	-0.4	-0.8
CC(=O)N1CCN(C(=O)c2cccc(S(=O)(=O)N3CCN(c4ccc(F)cc4)CC3)c2)CC1	-1.3	1.4	4.7	-1.0	0.3	-0.2	-0.5	-0.5	-2.2	0.0	-0.5
CN(C(=O)CSc1ncnc2ccccc12)C1CCS(=O)(=O)C1 (stereo unspecified)	-0.9	1.4	0.5	2.5	-1.4	0.2	0.9	1.3	-1.6	-0.3	1.0
